Screening data as filed in PubChem BioAssay.
HTR5A inv ag: HTR5A inverse agonists in luminescence cell assay, primary screen, counter-screen for OPRM1-OPRD1 heterodimer inverse agonist project, full-deck HTS; 5-hydroxytryptamine receptor 5A (Homo sapiens), P47898; 340,000 tested, 0.083% active; inhibition, % at 9.3 µM; AID 504634, 2011; HTR5A cell line, inverse agonism; in the data active = inhibition mostly above about 23%, no sharp cut-off; inactive = mostly below about 18%;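 also: 0% = cells with DMSO and 100% = no-cell wells with DMSO; some compounds called inactive have numbers as strong as hits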
Target sequence (P47898 whole entry, looked up): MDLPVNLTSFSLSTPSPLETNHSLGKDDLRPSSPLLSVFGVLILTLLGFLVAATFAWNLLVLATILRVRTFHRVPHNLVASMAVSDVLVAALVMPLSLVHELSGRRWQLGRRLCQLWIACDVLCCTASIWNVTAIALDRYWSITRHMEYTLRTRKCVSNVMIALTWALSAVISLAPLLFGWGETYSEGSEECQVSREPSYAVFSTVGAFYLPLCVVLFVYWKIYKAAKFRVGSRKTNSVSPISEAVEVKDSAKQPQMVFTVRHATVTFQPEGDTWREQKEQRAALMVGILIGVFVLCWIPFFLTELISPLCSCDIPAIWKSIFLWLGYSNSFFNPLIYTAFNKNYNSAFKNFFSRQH
phage Ecoli inh: growth loss of phage-infected E. coli, primary screen, RecBCD inhibitor project, absorbance, with phage, HTS; 360,000 tested, 0.26% active; AID 651602, 2012; inhibition, % at 11.9 µM; in the data active = inhibition above about 11%
SUMO Mot1 rescue: yeast Mot1-301 growth rescue at high temperature, primary screen, SUMOylation pathway inhibitor project, S. cerevisiae, ATP luminescence, 38.5C; S. cerevisiae Mot1-301 growth rescue; percent above DMSO median, 100 means doubled; growth rescue, % at 18.8 µM; 320,000 tested, 1% active;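 active = every valid replicate shows activation above 250% relative to neutral control wells; inactive = the rest, any valid replicate at or below 250%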;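 also: OY570 slx delta 5 strain wells were the positive control but not used for scaling; some compounds called inactive have numbers as strong as hits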
AddAB inh: growth inhibition of E. coli expressing H. pylori AddAB, primary screen, AddAB inhibitor project, absorbance; inhibition, % at 11.9 µM; 330,000 tested, 0.29% active; AID 435030, 2010; in the data active = inhibition above about 12%;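 also: 0% = vehicle wells of infected cells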
Tat export inh: E. coli Tat export inhibitors, primary screen, MC4100, TorA-mCherry reporter, fluorescence, single point | inhibition, % at 10 µM | AID 488895, 2010 | 340,000 tested, 0.036% active;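 active = mean replicate inhibition at least 50% and at least half of replicates individually reaching 50%; inconclusive = only one of the two criteria met; inactive = neither criterion met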;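 also: exported cargo escapes ClpAP degradation while cytoplasmic cargo is degraded and loses fluorescence; 0% = median of neutral control wells and 100% = median of NaSCN control wells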
OPRM1-OPRD1 inv: inverse agonists of MOR-DOR heterodimerization, primary screen, cell-based, luminescence; Mu-type opioid receptor (Homo sapiens) + Delta-type opioid receptor (Homo sapiens), …; cell-based MOR-DOR heterodimer luminescence, inverse agonism; inhibition, % at 9.3 µM; 340,000 tested, 0.21% active; in the data active = inhibition above about 22%, passing the limit was not always enough;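 also: 0% = cells with DMSO and 100% = wells without cells with DMSO; values of inactives mirror those of a sister screen read the other way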
E coli growth: E. coli V3065 growth inhibition, primary screen, counter-screen for AddAB inhibitor project, absorbance, OD600. 18 h. inhibition, % at 11.9 µM. 330,000 tested, 0.27% active. AID 449728, 2010;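 active = inhibition above the campaign's mean inhibition across all tested compounds plus 3 SD, cut at about 9.9% in these data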;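 also: uninfected addAB+ strain grown without phage in ampicillin broth; 0% = DMSO wells and 100% = ciprofloxacin 0.95 µg/ml wells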
PfHsp90 yeast 2: growth inhibition of PfHsp90-expressing yeast, primary screen, antimalarial PfHsp90 inhibitor project, S. cerevisiae, BacTiter-Glo luminescence, single point, set 2; BacTiter-Glo ATP, 48 h; yeast lacking PDR1 and PDR3 efflux regulators; inhibition, % at 9.4 µM; 310,000 tested, 0.32% active;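 active = every replicate shows inhibition above about 80%, whatever the replicate mean, limit read from the data; inconclusive = mean inhibition reaches the set limit but some replicate falls short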;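 also: 0% = DMSO neutral controls and 100% = 20 µM radicicol positive controls; yeast relying on Plasmodium falciparum Hsp90 in place of its own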
PKA-R2B activ: activators of PKA-R2B holoenzyme, primary screen, biochemical, fluorescence polarization, Cy5-IP20, human; cAMP-dependent protein kinase catalytic subunit beta (Homo sapiens) + cAMP-dependent …; 340,000 tested, 0.079% active; PKA-R2B holoenzyme dissociation; R2B truncated from residue 108, S112A mutant; 0% DMSO only, 100% 113 µM cGMP; activation, % at 11.4 µM; AID 504700, 2011;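 active = activation above a cutoff set at the mean over all compounds plus 3 SD, cut at about 18% in these data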;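 also: higher means more holoenzyme dissociation and a rise in polarization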
Target sequence (P31323 whole entry, looked up, other chains not shown, the tested form may be a part): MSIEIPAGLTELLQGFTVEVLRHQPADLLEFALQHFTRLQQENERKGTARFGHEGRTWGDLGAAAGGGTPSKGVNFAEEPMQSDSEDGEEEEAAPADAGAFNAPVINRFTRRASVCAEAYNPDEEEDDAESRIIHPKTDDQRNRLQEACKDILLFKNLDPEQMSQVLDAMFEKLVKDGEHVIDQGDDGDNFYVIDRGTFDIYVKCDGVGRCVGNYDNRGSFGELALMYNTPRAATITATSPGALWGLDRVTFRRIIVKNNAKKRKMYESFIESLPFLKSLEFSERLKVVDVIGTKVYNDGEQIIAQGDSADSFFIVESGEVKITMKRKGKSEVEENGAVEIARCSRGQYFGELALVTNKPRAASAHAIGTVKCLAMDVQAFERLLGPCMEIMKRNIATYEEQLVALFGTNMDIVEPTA
MOR-DOR ag: agonists of OPRM1-OPRD1 heterodimerization, primary screen, cell-based, luminescence; Mu-type opioid receptor (Homo sapiens) + Delta-type opioid receptor (Homo sapiens), …; cells; activation, % at 9.3 µM; 340,000 tested, 0.3% active; AID 504326, 2011; in the data active = activation above about 18%;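 also: 0% = vehicle-treated cells and 100% = reference agonist; values of inactives mirror those of a sister screen read the other way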
PKA-R1A act: activators of PKA-R1A holoenzyme, primary screen, biochemical, fluorescence polarization, Cy5-IP20, bovine R1A, mouse PKAc. cAMP-dependent protein kinase type I-alpha regulatory subunit (Bos taurus) + …. PKA-R1A dissociation; scaled: DMSO 0%, 113 µM cGMP 100%. activation, % at 11.4 µM. 340,000 tested, 0.083% active. AID 504707, 2011;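 active = percent activation above the mean of all tested compounds plus 3 SD, cut at about 19% in these data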;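 also: higher means more PKAc released from R1A so a rise in polarization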
* marks the source's active call; other numbers are inactive results; ? = inconclusive; . = not tested or not shown. Compounds as they come. Share with any hit: about 2.2%.

SMILES	HTR5A inv ag	phage Ecoli inh	SUMO Mot1 rescue	AddAB inh	Tat export inh	OPRM1-OPRD1 inv	E coli growth	PfHsp90 yeast 2	PKA-R2B activ	MOR-DOR ag	PKA-R1A act
CCOC(=O)C1=NOC(CNC(=O)c2c(-c3ccccc3Cl)noc2C)C1 (stereo unspecified)	10	0.7	299	1.8	-9	10	0.8	.	0	-2.0	-7
COc1ccc(/C=N\NC(=O)CNC(=O)C(c2ccccc2)c2ccccc2)cc1[N+](=O)[O-]	-14	2.6	4	1.1	-2	-4	-3.5	11	-9	0.5	-6
N#Cc1cc(N)c(Nc2ccccc2)cc1C#N	-24	1.0	-15	-1.6	0	4	-0.8	-6	4	-0.6	-3
Cc1ccc(-c2cc(C(=O)N3CCCCCC3)no2)cc1	7	1.8	-2	2.7	-7	-3	-2.2	-1	1	0.6	-13
COc1ccccc1Nc1nnc(SCc2cc(=O)n3cc(C)ccc3n2)s1	-20	1.2	-13	3.7	-1	3	-0.8	-18	-9	-0.5	-4
Cc1ccc(OCCCCN2CCCCC2)cc1	-3	0.4	-1	.	-1	13	.	-2	-7	-2.5	2
C=C1C(=O)[C@@]23[C@H](O)C[C@@H]4C(C)(C)CC[C@H](O)[C@@]4(C)[C@@H]2CC[C@@H]1[C@H]3O	-6	-2.5	17	1.9	4	15	0.2	-15	-2	-2.8	-3
CCOc1ccc(-n2c(C)c(C(C)=O)c3cc(O)ccc32)cc1	-28	-2.3	1	-1.6	3	0	0.2	-11	-8	-0.1	2
COc1ccc(CNCCS(=O)(=O)NCc2ccc(OC)cc2)cc1	-7	0.6	.	.	-9	-5	.	5	-6	1.2	5
O=C(NCc1ccncc1)c1cccc(S(=O)(=O)Nc2ccc(SC(F)F)cc2)c1	-5	5.1	39	-1.5	2	4	-0.7	.	-3	-0.7	0
Cc1nn(-c2ccccc2)c(/N=C/c2ccc(O)cc2)c1-c1ccccc1	11	2.9	-1	2.8	-7	7	0.5	-12	-7	-1.3	-18
Cc1ccc(-c2noc(CNC(=O)COc3ccccc3C)n2)cc1	-7	0.9	1	1.3	11	-22	-0.7	25	-9	3.9	-2
COc1cccc(CC(=O)N2CCCC(CO)(Cc3ccc(F)cc3F)C2)c1 (stereo unspecified)	-1	0.3	23	3.0	0	1	-3.3	6	-6	-0.1	-1
O=C(Cn1cnc(Cl)c1Cl)c1ccccc1	8	7.9	24	1.0	-4	-6	1.6	-3	-1	0.9	-8
Cc1ccc(S(=O)(=O)N2CCOC2CNC(=O)C(=O)NCCc2ccccc2)cc1 (stereo unspecified)	11	1.5	-13	1.4	5	12	1.7	-3	-3	-2.2	-3
CCN(CC)S(=O)(=O)c1ccc2c(c1)nc(CCC(=O)Nc1ccc3c(c1)OCO3)n2C	12	1.7	-4	4.6	-2	-3	1.4	1	-6	0.6	0
Cc1ccccc1-c1nnc(SCC(=O)NCC2CCCO2)o1 (stereo unspecified)	11	2.8	3	1.8	-3	7	0.2	28	-5	-1.7	-7
O=C1CCN(Cc2ccccc2)S(=O)(=O)c2ccc(C(F)(F)F)cc21	8	1.4	7	3.2	1	-21	1.1	10	-25	3.7	-24
CNS(=O)(=O)c1cccc(C(=O)Nc2cccnc2)c1	-3	1.6	-12	3.1	-2	16	2.3	5	-3	-3.8	-3
CCOc1ccc(C(=O)Nc2ccc3c(c2)C(=O)NC3=O)cc1	8	0.5	24	2.9	-5	-30	-0.3	-3	0	5.8	1
CCOC(=O)c1c(C)n(OCc2ccccc2)c2ccc3c(no[n+]3[O-])c12	-17	2.8	8	0.8	-3	0	0.1	-8	-13	-0.1	-6
O=C(c1ccccc1)N1CCN(c2ccc([N+](=O)[O-])c(NCc3cccnc3)c2)CC1	14	0.9	8	3.0	2	19	0.5	-2	-1	-3.6	2
Cc1ccc(C(=O)/C=C/c2ccc3c(c2)OCO3)o1	11	0.6	-9	-2.5	-5	-25	-3.0	-9	-8	4.0	-5
CCN(C(=O)COC(=O)c1ccc2c(c1)OCO2)c1ccc(F)cc1	8	0.6	-6	-1.8	-4	11	0.2	-15	-4	-2.1	3
CCn1ccnc1C(O)c1ccc(N(C)C)cc1 (stereo unspecified)	6	1.8	-9	4.2	-6	11	1.5	20	10	-2.1	-2
CC(C)c1nc(SCC(=O)Nc2ccc3c(c2)OCO3)n[nH]1	15	3.4	-26	3.1	-10	4	2.7	22	2	-0.6	-8
Cc1ccc(C)c(C(=O)NC2CC(C)(C)NC(C)(C)C2)c1	-15	0.3	208	0.4	14	8	-1.3	-6	-3	-1.5	-3
Cc1ccc(C(=O)C(C)OC(=O)CN2C(=O)NC3(CCCC3)C2=O)cc1 (stereo unspecified)	6	2.1	300	-0.5	-8	11	0.4	27	-11	-1.7	2
Cc1cc(C)c(NC(=O)c2ccc(S(=O)(=O)N(C)C)cc2)c(C)n1	2	0.9	5	0.8	3	0	-1.2	-23	-9	0.1	2
O=C(CN1C(=O)NC(Cc2c[nH]c3ccccc23)C1=O)Nc1cccc(S(=O)(=O)N2CCOCC2)c1 (stereo unspecified)	-10	0.8	-5	-0.5	-5	5	-0.1	-18	2	-0.9	-5

7 successive entries from above:
SMILES	HTR5A inv ag	phage Ecoli inh	SUMO Mot1 rescue	AddAB inh	Tat export inh	OPRM1-OPRD1 inv	E coli growth	PfHsp90 yeast 2	PKA-R2B activ	MOR-DOR ag	PKA-R1A act
O=C(c1ccccc1)N1CCN(c2ccc([N+](=O)[O-])c(NCc3cccnc3)c2)CC1	14	0.9	8	3.0	2	19	0.5	-2	-1	-3.6	2
Cc1ccc(C(=O)/C=C/c2ccc3c(c2)OCO3)o1	11	0.6	-9	-2.5	-5	-25	-3.0	-9	-8	4.0	-5
CCN(C(=O)COC(=O)c1ccc2c(c1)OCO2)c1ccc(F)cc1	8	0.6	-6	-1.8	-4	11	0.2	-15	-4	-2.1	3
CCn1ccnc1C(O)c1ccc(N(C)C)cc1 (stereo unspecified)	6	1.8	-9	4.2	-6	11	1.5	20	10	-2.1	-2
CC(C)c1nc(SCC(=O)Nc2ccc3c(c2)OCO3)n[nH]1	15	3.4	-26	3.1	-10	4	2.7	22	2	-0.6	-8
Cc1ccc(C)c(C(=O)NC2CC(C)(C)NC(C)(C)C2)c1	-15	0.3	208	0.4	14	8	-1.3	-6	-3	-1.5	-3
Cc1ccc(C(=O)C(C)OC(=O)CN2C(=O)NC3(CCCC3)C2=O)cc1 (stereo unspecified)	6	2.1	300	-0.5	-8	11	0.4	27	-11	-1.7	2

Next entries follow.
SMILES	HTR5A inv ag	phage Ecoli inh	SUMO Mot1 rescue	AddAB inh	Tat export inh	OPRM1-OPRD1 inv	E coli growth	PfHsp90 yeast 2	PKA-R2B activ	MOR-DOR ag	PKA-R1A act
Cc1ccn(C(=O)c2ccc(NC(=O)C3CC3)cc2)n1	-34	3.5	110	0.3	?	3	-0.5	21	8	-0.7	-1
COC(=O)c1ccc(NC(=O)Cn2c([N+](=O)[O-])cnc2C)cc1	-10	3.2	10	3.5	5	16	0.8	4	0	-3.3	-1
O=[N+]([O-])c1cc([N+](=O)[O-])c(Oc2c(F)ccc(F)c2F)cc1NN1CCCCC1	-4	2.3	13	4.1	-8	9	1.4	11	-3	-1.6	8
CNC(=O)c1[nH]cnc1C(=O)N[C@@H](C)C(=O)OC(C)(C)C	-4	2.4	-1	0.3	0	15	1.2	-16	-13	-2.6	0
CCOC(=O)[C@H]1[C@H]2COc3ccc(Cl)cc3[C@@H]2N2C(=O)c3cc(Cl)ccc3NC(=O)[C@@]12C	-26	1.5	85	6.3	0	0	1.9	-21	-10	-0.1	5
O=C(c1cccc(NS(=O)(=O)c2ccc(Br)cc2)c1)N1CCN(c2ccccc2O)CC1	5	0.2	.	.	19	-4	.	.	0	0.6	-7
O=C(NCCC(=O)N1CCOCCOCCOCCOCC1)OCc1ccccc1	-19	-1.6	-1	0.1	-3	8	-1.2	13	-2	-1.6	-2
COc1cc(/C=C/C(=O)OCC(=O)N2CCCCCC2)ccc1OCC#N	-1	1.4	.	-0.7	-2	0	2.5	8	-15	-0.1	-8
O=S1(=O)CC(N2CCCCC2)C(N2CCCCC2)C1 (stereo unspecified)	-15	3.3	366*	1.6	1	5	-0.6	46	-7	-1.1	-4
Cc1sc2ncnc(SCC(=O)NC3CC3)c2c1C	-40	2.4	-2	-1.6	15	1	-0.2	.	-10	-0.2	-8
COc1ccc(-c2csc3nc(C)n(-n4cccc4)c(=O)c23)cc1	19	1.6	3	2.1	-2	0	0.6	17	4	0.0	-5
CCOc1ccccc1NC(=O)c1cc(C(=O)c2cc(Br)ccc2O)coc1=N	-20	3.0	1	1.6	-11	-5	0.0	-3	3	1.1	2
Cc1nn(C)c(C)c1S(=O)(=O)N(CC(=O)N1CCc2ccccc21)c1ccc(C(C)C)cc1	13	1.1	-8	-0.2	-5	17	1.3	-13	-6	-2.8	0
NC(=O)c1c(NC(=O)c2ccccc2)sc2c1CCC2	-5	-0.1	-14	0.5	-2	14	-0.6	-1	-12	-2.7	0
Cc1cccc(NC(=S)N/N=C/c2ccc(Cl)c([N+](=O)[O-])c2)c1	-22	0.8	-3	0.9	-2	-44	-0.5	2	5	7.9	-1
CN(C)S(=O)(=O)c1ccc(-c2cn3ccccc3n2)cc1	-18	0.5	1	2.1	12	2	2.7	20	-13	-0.6	-1
Cc1c(NC(=O)C(C)OC(=O)/C=C/c2ccc3c(c2)OCO3)c(=O)n(-c2ccccc2)n1C (stereo unspecified)	-11	3.0	-1	2.0	3	12	2.4	-3	-6	-2.2	-13
CCn1c(=O)c(C(=O)Nc2ccccc2F)c(O)c2ccccc21	13	0.1	-4	1.5	-5	15	0.6	10	-6	-3.1	-4
CC(C)C[C@H](NC(=O)c1nc[nH]c1C(=O)NCCCCCNC(=O)OC(C)(C)C)C(=O)OC(C)(C)C	-32	-0.5	-3	1.4	36	-43	-0.7	-4	-11	7.3	5
CCN(CC)c1ccc(CNc2nc3ccccc3n2CCN2CCOCC2)cc1	.	3.1	5	2.6	2	.	-0.2	7	1	.	-5
Cc1ccc(SCC(=O)NNC(=O)CNC(=O)c2ccccc2F)cc1	7	1.3	-4	-0.7	-14	18	0.7	7	-4	-3.5	5
